Compound activity: PubChem BioAssay, National Center for Advancing Translational Sciences (NCATS)
FEN1 inhibitor: blocks human flap endonuclease 1; P39748; Potency, µM (titrated, usually from 114 µM), for inactives: at the highest dose activity change, negative = inhibition, most hits filed as inhibitors; Recombinant FEN1 flap cleavage, fluorescence, 15 min; AID 588795; 390,000 tested, 0.35% active; also: nearly all actives have a fitted effect of over 65% in size
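Quantitative HTS format: each compound was titrated, incubated with 10 nM nuclease for 15 min at room temperature, then challenged with flap substrate at 50 nM final. Signal change over 15 min gave concentration–effect curves.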
N370S GC mod: inhibits or activates N370S mutant glucocerebrosidase. P04062. N370S GC spleen homogenate, 4MU-glucoside fluorescence. Potency, µM (highest dose often 59.4 µM), inactives show at the top dose activity change, negative = inhibition, usual class: inhibitors. 330,000 tested, 0.092% active;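 also: 0% = full enzyme activity and -100% = no enzyme basal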
GCN5L2 inh: inhibitors of human GCN5L2 histone acetyltransferase; GCN5L2 HAT assay, ThioGlo1 CoA-SH fluorescence; Potency, µM (doses to about 58.9 µM), without a hit: at the highest dose activity change, negative = inhibition, hits mostly inhibitors; 390,000 tested, 0.21% active
Target sequence (Q92830 whole entry, looked up): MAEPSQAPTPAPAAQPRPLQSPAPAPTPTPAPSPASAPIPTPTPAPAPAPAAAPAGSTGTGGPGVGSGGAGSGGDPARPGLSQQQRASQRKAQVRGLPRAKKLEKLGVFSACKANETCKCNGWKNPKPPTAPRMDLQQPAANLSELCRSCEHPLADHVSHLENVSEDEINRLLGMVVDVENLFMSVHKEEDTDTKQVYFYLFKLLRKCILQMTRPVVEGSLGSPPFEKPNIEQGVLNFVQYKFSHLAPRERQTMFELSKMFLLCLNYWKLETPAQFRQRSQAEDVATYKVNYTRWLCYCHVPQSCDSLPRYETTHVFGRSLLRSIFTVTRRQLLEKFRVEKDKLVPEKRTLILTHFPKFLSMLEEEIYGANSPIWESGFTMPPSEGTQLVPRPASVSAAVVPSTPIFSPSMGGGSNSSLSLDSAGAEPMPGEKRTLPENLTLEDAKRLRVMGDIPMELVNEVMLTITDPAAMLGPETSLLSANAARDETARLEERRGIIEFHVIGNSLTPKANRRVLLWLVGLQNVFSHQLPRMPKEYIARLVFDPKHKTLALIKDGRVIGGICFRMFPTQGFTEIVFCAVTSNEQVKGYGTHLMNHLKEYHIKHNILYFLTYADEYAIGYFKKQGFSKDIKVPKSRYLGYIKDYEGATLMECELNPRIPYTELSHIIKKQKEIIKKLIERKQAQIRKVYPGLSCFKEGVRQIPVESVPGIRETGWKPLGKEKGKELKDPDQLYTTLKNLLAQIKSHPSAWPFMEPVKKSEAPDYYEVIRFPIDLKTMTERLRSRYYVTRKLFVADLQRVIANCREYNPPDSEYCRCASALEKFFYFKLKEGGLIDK
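Free CoA generated was detected with ThioGlo1 (50uM) fluorescence at Ex340nm/Em540nm, read immediately and after 20 min at room temperature. Enzyme, 20 nM in HEPES pH 7.5 buffer, saw compounds 15 min before adding 75uM H3(1-25) peptide and 70uM acetyl-CoA.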
Active calls of the source: *; & = joins results of further samples; [ ] = dose if it differs, or a comment. Calls follow the shape of the dose curve; as a rule, active = well fitted curve in the direction sought with a large enough effect; inconclusive = small, poorly fitted or top-dose-only effect, or another doubt; inactive = no such curve, though single readings can be large; an effect the other way counts as inactive or inconclusive. Unless noted, % is scaled to controls: 0 for no effect and ±100 for the full control effect; potency is read from the fitted curve at half-maximal effect.

For CCc1ccc(OCC(=O)N/N=C/c2ccc(OS(=O)(=O)c3ccc(C)cc3)c(OC)c2)cc1 the results were FEN1 inhibitor -7%, N370S GC mod -11% and GCN5L2 inh -15%.
Cc1cccc(NC(=O)CSc2nc(-c3ccco3)cc(C(F)(F)F)n2)c1C was read as FEN1 inhibitor 14% and GCN5L2 inh -7%.
NC(=O)CSc1ncnc2c1nnn2Cc1ccc(F)cc1 was read as FEN1 inhibitor -1%, N370S GC mod -4% and GCN5L2 inh 1%.
For CCN(CC)c1ccc(C(=O)NNC(=O)CCl)cc1 the results were FEN1 inhibitor -12%, N370S GC mod 16% and GCN5L2 inh -6%.
For Cc1ccc(-c2nnc(SCC(=O)N/N=C/c3ccccc3C(=O)O)n2-c2ccccc2)cc1 the results were N370S GC mod -1% and GCN5L2 inh -11%.
COc1ccc(-c2ccc(/C=N/N3C(=O)C4C5C=CC(C6CC56)C4C3=O)o2)c([N+](=O)[O-])c1 (stereo not drawn) was read as FEN1 inhibitor 5%, N370S GC mod -1% and GCN5L2 inh -6%.
For CCCNC(=O)c1n[nH]c2c1CC(C(C)(C)CC)CC2 (stereo not drawn) the results were FEN1 inhibitor 4%, N370S GC mod 9% and GCN5L2 inh -1%.
For Cc1ccc(S(=O)(=O)Nc2ccc(S(=O)(=O)NCC3CCCO3)cc2)cc1 (stereo not drawn) the results were FEN1 inhibitor -5%, N370S GC mod -15% and GCN5L2 inh -2%.
`CCc1ccc(C(=O)NC(CC(C)C)C(=O)O)cc1` (stereo not drawn) gave FEN1 inhibitor 16%, N370S GC mod 6% and GCN5L2 inh -17%.
`CCOc1ccc(S(=O)(=O)NCCC(=O)NCc2cccnc2)cc1` gave FEN1 inhibitor 7%, N370S GC mod 5% and GCN5L2 inh 3%.
For CCOc1ccc(-n2c(C)nc3c(cnn3-c3ccc(Cl)cc3)c2=O)cc1 the results were FEN1 inhibitor 1%, N370S GC mod 5% and GCN5L2 inh 1%.
For O=C(COC(=O)c1cc(=O)[nH]c2ccccc12)NCc1ccc(F)cc1 the results were FEN1 inhibitor 7% and GCN5L2 inh 2%.
`CCCCn1c(SCC(=O)c2cc(OC)ccc2OC)nc2cc(S(N)(=O)=O)ccc21` gave FEN1 inhibitor 5%, N370S GC mod 22% and GCN5L2 inh -2%.
For CCOc1ccc(NC(=O)CN(C)C(=O)c2cccc3ccccc23)cc1OCC the results were FEN1 inhibitor -7%, N370S GC mod -9% and GCN5L2 inh 0%.
`Cc1ccc(-n2ncc3c(NCCc4ccccc4)ncnc32)cc1` gave FEN1 inhibitor -22% and GCN5L2 inh -1%.
COc1ccc(NC(=O)C2CCN(S(=O)(=O)c3ccc(OC)c(OC)c3)CC2)cc1 was read as FEN1 inhibitor -2%, N370S GC mod 10% and GCN5L2 inh -9%.
COc1ccccc1CNC(=O)C1CCCN(S(=O)(=O)c2cnc[nH]2)C1 (stereo not drawn) was read as FEN1 inhibitor -9%, N370S GC mod -2% and GCN5L2 inh -5%.
`CC(C)Oc1ccc(CCNC(=O)C2CCC(=O)N(Cc3cccc(F)c3)C2)cc1` (stereo not drawn) gave FEN1 inhibitor 11%, N370S GC mod -12% and GCN5L2 inh -5%.
`Cc1cc(C)n(-c2nc3ccccc3nc2Nc2cc(C(=O)O)ccc2C)n1` gave FEN1 inhibitor -4% and GCN5L2 inh -3%.
For Cc1cc(C)c(N(C(=O)c2csnn2)C(C(=O)NC(C)(C)C)c2ccncc2)c(C)c1 (stereo not drawn) the results were FEN1 inhibitor 4%, N370S GC mod 12% and GCN5L2 inh 38%[activator].
For CCOc1ccc(/C=N/NS(=O)(=O)c2ccc(C)cc2)cc1OC the results were FEN1 inhibitor 19%, N370S GC mod -1% and GCN5L2 inh -2%.
For Clc1ccc(N2CCN(c3ncnc4c3nc3n4CCCC3)CC2)cc1 the results were FEN1 inhibitor -9% and GCN5L2 inh -11%.
For CC(C)c1ccc(NC(=O)CSC2=Nc3ccccc3C3=NC(CCC(=O)NCc4cccs4)C(=O)N23)cc1 (stereo not drawn) the results were FEN1 inhibitor 12% and GCN5L2 inh -1%.
O=[N+]([O-])c1cccc(N(CC(O)CN2CCCC2)S(=O)(=O)c2ccccc2)c1 (stereo not drawn) was read as FEN1 inhibitor 2%, N370S GC mod 1% and GCN5L2 inh -2%.
`CCNC(=O)CC1C(=O)N(c2ccc(OC)cc2)C(=S)N1CCc1ccncc1` (stereo not drawn) gave N370S GC mod 2% and GCN5L2 inh -8%.
Screening COc1ccc(CNC(=O)c2ccc(Cn3nc(C)c([N+](=O)[O-])c3C)o2)cc1 returned FEN1 inhibitor -8%, N370S GC mod -18% and GCN5L2 inh 0%.
For O=C(COC(=O)c1ccc([N+](=O)[O-])cc1)NC12CC3CC(CC(C3)C1)C2 the results were FEN1 inhibitor -12% and GCN5L2 inh -3%.
`COCCC(=O)N1CCC(n2nccc2NC(=O)CCc2ccccc2)CC1` gave FEN1 inhibitor 7%, N370S GC mod -6% and GCN5L2 inh -10%.
For N#CCCn1cc(/C=C(\C#N)c2nc3ccccc3s2)c(-c2ccc(F)cc2)n1 the results were FEN1 inhibitor -21%, N370S GC mod -3% and GCN5L2 inh -28%.
Cc1nc2cc(-c3ccsc3-n3c(C)ccc3C)[nH]n2c(=O)c1Cl was read as FEN1 inhibitor inconclusive, N370S GC mod -23% and GCN5L2 inh inconclusive.
Screening COc1ccc(Cl)cc1C(=O)NNC(=O)c1cccnc1 returned FEN1 inhibitor -5%, N370S GC mod 1% and GCN5L2 inh -20%.
Screening CC1=CC(C)(C)N2C(=O)C3(C(C#N)=C(N)OC4=C3C(=O)CC(C)(C)C4)c3c(C)c(C)cc1c32 (stereo not drawn) returned FEN1 inhibitor -5%, N370S GC mod -2% and GCN5L2 inh 2%.
Screening COc1ccc2[nH]c(=O)c(CN(C(C)=O)C3CCCCC3)cc2c1 returned FEN1 inhibitor -1%, N370S GC mod -9% and GCN5L2 inh -1%.
O=C(c1ccc([N+](=O)[O-])cc1)N1CCOC12CCN(c1ncc(C(F)(F)F)cc1Cl)CC2 was read as FEN1 inhibitor -3% and N370S GC mod -5%.
`CS(=O)(=O)N(CC(=O)N1CCc2ccccc2C1)c1cccc(F)c1` gave FEN1 inhibitor -2%, N370S GC mod -8% and GCN5L2 inh -7%.
Cc1ccc(CN2CCN(C3CCOCC3)CC2CCO)cc1 (stereo not drawn) was read as FEN1 inhibitor -14%, N370S GC mod 9% and GCN5L2 inh -7%.
Screening COCC(=O)N1CCC2(CC1)CN(Cc1ccccc1OC)C2 returned N370S GC mod -5% and GCN5L2 inh -14%.
For CC1CCN(S(=O)(=O)c2ccc(C(=O)Nc3nnc(C4=COCCO4)o3)cc2)CC1 the results were FEN1 inhibitor -17%, N370S GC mod -1% and GCN5L2 inh -13%.
Cc1cc(C)c2c(c1)/C(=N/NC(=O)c1ccc(O)cc1)CCC2 was read as FEN1 inhibitor 4%, N370S GC mod -2% and GCN5L2 inh -13%.
Screening COc1cc(NC(=O)c2nnn(CC(=O)Nc3cc(C)ccc3C)c2N)cc(OC)c1 returned FEN1 inhibitor -3% and GCN5L2 inh -2%.

4 entries out of the list, ordered by length of the SMILES, high to low.
`CCCCn1c(SCC(=O)c2cc(OC)ccc2OC)nc2cc(S(N)(=O)=O)ccc21` gave FEN1 inhibitor 5%, N370S GC mod 22% and GCN5L2 inh -2%.
Cc1cc(C)c2c(c1)/C(=N/NC(=O)c1ccc(O)cc1)CCC2 was read as FEN1 inhibitor 4%, N370S GC mod -2% and GCN5L2 inh -13%.
For CCCNC(=O)c1n[nH]c2c1CC(C(C)(C)CC)CC2 (stereo not drawn) the results were FEN1 inhibitor 4%, N370S GC mod 9% and GCN5L2 inh -1%.
NC(=O)CSc1ncnc2c1nnn2Cc1ccc(F)cc1 was read as FEN1 inhibitor -1%, N370S GC mod -4% and GCN5L2 inh 1%.

Fetched by compound from the list above (2):
For CCCNC(=O)c1n[nH]c2c1CC(C(C)(C)CC)CC2 (stereo not drawn) the results were FEN1 inhibitor 4%, N370S GC mod 9% and GCN5L2 inh -1%.
`Cc1cc(C)n(-c2nc3ccccc3nc2Nc2cc(C(=O)O)ccc2C)n1` gave FEN1 inhibitor -4% and GCN5L2 inh -3%.

Further results
CC(CCc1ccc(O)cc1)N(C)CCc1ccccc1 (stereo not drawn) was read as FEN1 inhibitor -6%, N370S GC mod 3% and GCN5L2 inh -1%.
`Cc1ccc(CN2CCSc3ccc(C(=O)NC4CCN(Cc5ccccc5)CC4)cc32)cc1` gave FEN1 inhibitor -17%, N370S GC mod -7% and GCN5L2 inh -2%.
For COc1cc(/C=N/NC(=S)Nc2cccnc2)cc(OC)c1OC the results were FEN1 inhibitor -8%, N370S GC mod 3% and GCN5L2 inh -1%.
Screening CCn1c(=O)c(C(=O)CN(C)CC(=O)Nc2cccc(F)c2)c(N)n(Cc2ccccc2)c1=O returned FEN1 inhibitor -18% and GCN5L2 inh -8%.
`CC(C)OC(=O)CSc1nc2c(c(C3CC=CCC3)c1C#N)CCC2` (stereo not drawn) gave FEN1 inhibitor -12%, N370S GC mod inconclusive and GCN5L2 inh -4%.
`COc1ccc(-c2cc3ccccc3[nH]2)cc1` gave FEN1 inhibitor -5%, N370S GC mod -16% and GCN5L2 inh -4%.
`CSc1ccc(NC(=O)CSc2nc3[nH]c(=O)cc(O)c3s2)cc1` gave FEN1 inhibitor inconclusive and GCN5L2 inh inconclusive.
`COc1ccc(C2C=C3CN(C(=O)OC(C)(C)C)S(=O)(=O)C3CC2OC(=O)c2cccc(C)c2)cc1` (stereo not drawn) gave FEN1 inhibitor 4% and N370S GC mod 0%.
Screening Cc1nn(S(=O)(=O)c2ccc(C(C)(C)C)cc2)c(C)c1S(=O)(=O)N1CCCCCC1 returned FEN1 inhibitor -3% and GCN5L2 inh -2%.
O=C1C(Cl)=C(N2CCC(C(=O)O)CC2)C(=O)c2ccccc21 was read as FEN1 inhibitor -14%, N370S GC mod 0% and GCN5L2 inh inconclusive.
`COc1ccc(-c2noc(N3CCC(C(=O)Nc4cc(OC)ccc4OC)CC3)n2)cc1` gave FEN1 inhibitor -15%, N370S GC mod -8% and GCN5L2 inh -5%.
CC(=O)N1CCN(S(=O)(=O)c2ccc(C)cc2)C1C (stereo not drawn) was read as FEN1 inhibitor 8%, N370S GC mod 1% and GCN5L2 inh -3%.
COC(=O)c1ccc(Cl)cc1NC(=O)N1CCCn2nc(C)cc21 was read as FEN1 inhibitor 40% and GCN5L2 inh 22%.
`CC(=O)c1ccc(NC(=O)c2cn(-c3ccccc3)nc2-c2ccc(Br)cc2)cc1` gave FEN1 inhibitor 13% and GCN5L2 inh 2%.
For CCc1ccc(C2CC(=O)Nc3c2c(=O)n(C)c2ncnn32)cc1 (stereo not drawn) the results were FEN1 inhibitor 19% and GCN5L2 inh -2%.
`Cc1ccc(-c2nnc(-n3ncc(C#N)c3N)c3ccccc23)cc1C` gave FEN1 inhibitor -7%, N370S GC mod 10% and GCN5L2 inh -5%.
For O=C(c1cc(-c2cccc(O)c2)on1)N1CCc2ccccc2C1 the results were FEN1 inhibitor inconclusive, N370S GC mod 0% and GCN5L2 inh -10%.
`O=C(NC(=S)N1CCN(c2ccc([N+](=O)[O-])cc2)CC1)c1ccccc1` gave FEN1 inhibitor -2%, N370S GC mod -2% and GCN5L2 inh -3%.
`C/C(CCC1CC(C)(C)OC1=O)=N\NC(N)=S` (stereo not drawn) gave FEN1 inhibitor 8%, N370S GC mod 3% and GCN5L2 inh 0%.
Screening Cc1cc(C)n(CCC(=O)N/N=C/c2ccc(Br)c([N+](=O)[O-])c2)n1 returned FEN1 inhibitor -2%, N370S GC mod -9% and GCN5L2 inh 2%.
Screening COc1cc(CN2CCN(Cc3ccc(SC)cc3)CC2)cc(OC)c1O returned FEN1 inhibitor -4%, N370S GC mod 3% and GCN5L2 inh 1%.
Screening CCCN1CCC(=O)N([C@H](CO)Cc2ccccc2)CC1 returned FEN1 inhibitor 1%&21%, N370S GC mod -4% and GCN5L2 inh -2%.
CC(C)Oc1ccc(C(=O)NCCCNC(=O)c2cccnc2)cc1 was read as FEN1 inhibitor -13%, N370S GC mod -2% and GCN5L2 inh -1%.
For CC(Oc1ccccc1)c1ccnc(N)n1 (stereo not drawn) the results were FEN1 inhibitor 1%, N370S GC mod 1% and GCN5L2 inh 2%.
COc1ccc2c(c1)nc(N)n2Cc1ccccc1 was read as FEN1 inhibitor 4%, N370S GC mod -16% and GCN5L2 inh -7%.
`Cc1cc(NC(=O)c2cc3nc4c(c(C(F)(F)F)n3n2)CCc2ccccc2-4)no1` gave N370S GC mod 4%[2.35 µM] and GCN5L2 inh 1%.
For CC1CC(C)CN(C(=O)COC(=O)c2ccc3ccccc3n2)C1 (stereo not drawn) the results were FEN1 inhibitor -6% and GCN5L2 inh -6%.
O=C(O)Cc1coc2ccc3ccccc3c12 was read as FEN1 inhibitor -3%, N370S GC mod -3% and GCN5L2 inh -7%.
`O=C(OCc1ccccc1F)c1cc2ccccc2cc1O` gave FEN1 inhibitor -2%, N370S GC mod 0% and GCN5L2 inh -19%.
